12-hLO inh – 12-hLO (ALOX12) enzyme inhibition; P18054; purified 12-hLO, xylenol orange hydroperoxide absorbance; Potency, µM (highest dose often 57.1 µM), for inactives: at the top dose activity change, negative = inhibition, actives largely listed as inhibitors; 150,000 compounds, 0.12% hits; AID 1452; further: potency means the concentration at half of the fitted maximal effect; nearly all actives have a fitted effect of over 55% in size; many of its hits are not listed in these tables
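Hydroperoxide output read as Fe(III)-xylenol orange absorbance, 573-to-405 nm ratio, after 30 min reaction with 40 uM arachidonic acid. Enzyme: 150 nM purified human 12hLO, 15 min compound preincubation; 25 mM Hepes pH 7.0, room temperature.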
PNC assembly inh – blocks assembly of the perinucleolar compartment. PC3M PTB-GFP, PNC prevalence imaging, 16 h; stronger effect = lower value. activity change (PNC), negative = inhibition, % at 10 µM. 140,000 compounds, 3.1% hits. AID 2417;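 active means readout at or below -70, meaning at least 70% loss of cells showing the perinucleolar compartment, a nuclear body marking cancer cells; inconclusive means readout between -30 and a set limit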;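 further: plate controls were DMSO wells for no effect and camptothecin positive control wells for full effect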
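Read-out is percentage of cells bearing a perinucleolar compartment, from automated 20x imaging of fixed, Hoechst-stained PC3M PTB-GFP cells. Cells were seeded 4 h, then exposed 16 h to compound (23 nl of library stock) in duplicate plates.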
ALOX15B inhib – inhibitors of human 15-lipoxygenase 2 (ALOX15B). O15296. Potency, µM (top dose mostly 57.1 µM), without a hit: at the highest dose activity change, negative = inhibition, hits mostly inhibitors. AID 881. purified 15hLO-2, xylenol orange hydroperoxide absorbance. 110,000 compounds, 0.56% hits; further: potency means the concentration at half of the fitted maximal effect; nearly all actives have a fitted effect of over 60% in size; many of its hits are not listed in these tables
Target sequence (O15296 whole entry, looked up): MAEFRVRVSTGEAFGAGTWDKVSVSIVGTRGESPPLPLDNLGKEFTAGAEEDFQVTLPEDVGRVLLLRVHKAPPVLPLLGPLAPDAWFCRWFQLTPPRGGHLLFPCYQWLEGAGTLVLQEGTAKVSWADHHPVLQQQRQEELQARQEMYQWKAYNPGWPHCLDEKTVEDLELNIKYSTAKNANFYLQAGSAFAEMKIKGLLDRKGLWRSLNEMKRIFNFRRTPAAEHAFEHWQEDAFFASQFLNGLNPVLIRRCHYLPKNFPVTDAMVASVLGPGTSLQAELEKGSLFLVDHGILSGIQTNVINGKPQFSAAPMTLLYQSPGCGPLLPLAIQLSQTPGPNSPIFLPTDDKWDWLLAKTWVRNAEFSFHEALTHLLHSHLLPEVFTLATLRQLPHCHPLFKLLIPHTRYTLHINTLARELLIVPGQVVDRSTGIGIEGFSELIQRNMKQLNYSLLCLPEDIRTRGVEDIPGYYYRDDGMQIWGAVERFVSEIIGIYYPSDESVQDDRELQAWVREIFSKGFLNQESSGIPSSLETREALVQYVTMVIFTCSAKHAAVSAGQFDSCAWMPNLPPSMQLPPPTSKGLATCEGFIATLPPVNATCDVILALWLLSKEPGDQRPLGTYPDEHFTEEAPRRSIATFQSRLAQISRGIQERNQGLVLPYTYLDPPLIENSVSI
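Read-out: hydroperoxide product oxidises ferrous iron, measured as xylenol orange complex via the 573-to-405 nm absorbance ratio after 30 min. Reaction: 50 nM enzyme, 15 min compound preincubation, 45 uM arachidonic acid, 90 min RT, Hepes pH 7.5 with Triton X-100.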
IMPase cell inh – IMPase inhibition in cells; 120,000 tested, under 10 active; AID 901; P97697; CHO-M1 cells, IP1 accumulation, HTRF TR-FRET ratio; inhibition (IP1 accumulation), % at 46.1 µM; active means well fitted curve in the direction sought with a large enough effect in the signal ratio, not every such curve was filed as active; inconclusive means small, poorly fitted or top-dose-only effect, or a change in a side signal; inactive means no such curve, though single readings can be large or run the other way; the % refers to the signal ratio;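 further: cells stimulated with carbachol in lithium chloride buffer; plate controls were DMSO basal wells for no effect and reference inhibitor wells for full effect; higher means more IMPase inhibition seen as more IP1 and lower FRET ratio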
Target sequence (P97697 whole entry, looked up): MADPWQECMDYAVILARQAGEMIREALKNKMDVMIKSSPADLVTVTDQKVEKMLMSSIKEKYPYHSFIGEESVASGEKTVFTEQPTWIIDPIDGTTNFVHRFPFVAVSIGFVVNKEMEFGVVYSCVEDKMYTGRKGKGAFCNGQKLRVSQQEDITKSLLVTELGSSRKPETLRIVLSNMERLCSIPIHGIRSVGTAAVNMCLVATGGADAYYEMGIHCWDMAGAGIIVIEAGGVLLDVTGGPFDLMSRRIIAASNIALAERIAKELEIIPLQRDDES
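Measured: the HTRF emission ratio (665/620 nm) plus the 620 nm donor channel, each fitted to the Hill equation to give AC50. Cells were CHO-M1 given compounds up to 46 uM and a 30 min carbachol stimulation at 37C.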
Active calls of the source: *; ? = inconclusive; . = not tested or not shown; [ ] = another dose, or the depositor's remark. Unless noted, the call rests on the fitted dose curve; in most records, active means well fitted curve in the direction sought with a large enough effect; inconclusive means small, poorly fitted or top-dose-only effect, or another doubt; inactive means no such curve, though single readings can be large; an effect the other way counts as inactive or inconclusive. Unless noted, on the % scale 0 is the no-effect control and ±100 the full control effect. Only part of the results is shown; count on the stated rates, not on these rows.

SMILES	12-hLO inh	PNC assembly inh	ALOX15B inhib	IMPase cell inh
O=S(=O)(Cc1ccccc1)/C1=C(\N2CCOCC2)CCCCCC1	-1%	10	-8%	5
O=C(CNC(=O)c1ccco1)OCC(=O)c1ccc2c(c1)CCCC2	1%	20	-2%	-3
Cc1cc(C)c2nc(NC(=O)c3cc(C)on3)sc2c1	-11%	10	5%	-8
CN1CCN(CCCC(=O)c2ccc(C3CCCC3)cc2)CC1	-2%	-3	.	.
CC(C)CC(=O)N1CC(C)N(C(=O)CC(C)C)CC1C (stereo not given)	0%	26	.	.
CCN1CCN(C(c2ccccn2)c2c(NC(=O)c3ccccc3)sc(C)c2C)CC1 (stereo not given)	-1%	-16	47%[activator]	9
CCOC(=O)CC1=CSC2=NS(=O)(=O)CCN12	-23%	-17	3%	5
COc1cccc(OCCCCCN2CCOCC2)c1	4%	-6	14%	3
Cc1ccc2nc(SCC(=O)N3CCCC3)[nH]c2c1	3%	-11	-4%	-6
COC(=O)NCC(c1ccco1)N1CCN(c2ccc(F)cc2)CC1 (stereo not given)	3%	1	.	12
Cc1cccc(NC(=O)CN2C(=O)N/C(=C/c3ccc(C)o3)C2=O)c1	-7%	-1	.	-4
c1ccc(NC2=NCCCCS2)cc1	-1%	32	.	0

Gathered by group, the entries above with a carbonyl joined to an NH by a bond outside any ring.
SMILES	12-hLO inh	PNC assembly inh	ALOX15B inhib	IMPase cell inh
O=C(CNC(=O)c1ccco1)OCC(=O)c1ccc2c(c1)CCCC2	1%	20	-2%	-3
Cc1cc(C)c2nc(NC(=O)c3cc(C)on3)sc2c1	-11%	10	5%	-8
CCN1CCN(C(c2ccccn2)c2c(NC(=O)c3ccccc3)sc(C)c2C)CC1 (stereo not given)	-1%	-16	47%[activator]	9
COC(=O)NCC(c1ccco1)N1CCN(c2ccc(F)cc2)CC1 (stereo not given)	3%	1	.	12
Cc1cccc(NC(=O)CN2C(=O)N/C(=C/c3ccc(C)o3)C2=O)c1	-7%	-1	.	-4

Whole records, looked up by structure:
COC(=O)NCC(c1ccco1)N1CCN(c2ccc(F)cc2)CC1 (stereo not given) reads 12-hLO inh = 3%; PNC assembly inh = 1; ALOX15B inhib = .; IMPase cell inh = 12
c1ccc(NC2=NCCCCS2)cc1 reads 12-hLO inh = -1%; PNC assembly inh = 32; ALOX15B inhib = .; IMPase cell inh = 0

Further entries:
SMILES	12-hLO inh	PNC assembly inh	ALOX15B inhib	IMPase cell inh
CCCCn1c(-c2ccccc2)nc2c(=O)n(C)c(=O)[nH]c21	3%	-7	4%	-6[9.22 µM]
COc1cccc(NC(=O)CSC(N)=O)c1	1%	-19	.	.
O=C(/C=N\O)NCCCNCc1ccccc1	-6%	?	-1%	2
O=C(Nc1c(F)cc(F)cc1Br)c1ccco1	-3%	?	-4%	4
COc1ccc(/C=C2\CC/C(=C\c3ccc(OC)c(OC)c3)C2=O)cc1OC	-2%	23	.	.
CC12CCC(C(=O)NCc3ccc4c(c3)OCO4)(C(=O)C1=O)C2(C)C (stereo not given)	-11%	36	-11%	-3
COC(=O)c1[nH]c2cccc(OC)c2c1NC(=O)CCN1CCC(C(N)=O)CC1	-10%	-25	12%	0
CN=c1sc2ccccc2n1CC(O)COCc1ccco1 (stereo not given)	1%	?	5%	1
CC(=O)c1ccc(NC(=O)COC(=O)c2ccccc2N=Nc2ccc(N(C)C)cc2)cc1	1%	-27	.	7
N#CCC(=O)NCC1(c2ccccc2)CCCC1	-1%	34	2%[11.4 µM]	9[1.84 µM]
Cc1ccc(S(=O)(=O)/C(C#N)=C/c2ccccc2OCc2ccccc2)cc1	-4%	-24	.	-7
O=C(C1=C(c2ccccc2)C(=O)c2ccccc2C1=O)c1ccccc1	-6%	-8	.	.
O=C(COC(=O)c1ccccc1NC(=O)c1ccco1)NCc1ccc2c(c1)OCO2	-7%	0	-15%	-8
O=C1COc2ccc(-c3csc(NCC4CCCO4)n3)cc2N1 (stereo not given)	4%	13	-6%	7
N#Cc1ncc(C(F)(F)F)cc1Sc1ccccc1N	-2%	27	-7%	6
COC(=O)c1sccc1NC(=O)C1CC2CCC1C2 (stereo not given)	-2%	?	0%	8
CCSc1cc(N2CCCC2)nc(-c2cccc(C)c2)n1	-6%	?	.	.
COC(=O)CSC1=C(C#N)C(c2ccsc2)CC(=O)N1 (stereo not given)	2%	-17	.	-6
O=C(CCN1C(=O)COc2ccccc21)NCCC1=CCCCC1	0%	?	0%	3
CC(NC(=O)Cc1cccs1)c1ccc2c(c1)OCO2 (stereo not given)	-2%	13	-6%	14
COc1ccccc1/C=N/NC(=O)CC(=O)Nc1ccc(Cl)c(Cl)c1	-17%	12	-9%	1
O=C(OCC(=O)c1cccs1)c1cccc(C(=O)OCC(=O)c2cccs2)n1	-3%	-25	-8%	-11
COc1ccccc1CNC(=O)/C=C/c1cc2c(cc1Br)OCO2	-13%	?	-16%	2
O=C(NCCO)c1ccc2c(c1)S(=O)(=O)c1ccccc1C2=O	-4%	32	0%	-7
CC(C)(C)c1ccc(C(=O)NC(=S)NCc2cccnc2)cc1	?	21	.	.
N=C(N)SCCc1ccc(OCc2ccc([N+](=O)[O-])cc2)cc1	-23%	.	39%[activator]	9
COc1cccc(C(=O)/C=C/Nc2cccc(O)c2)c1	0%	25	-1%	-2
OCCSc1nnc(Nc2ccccc2)s1	11%	-17	8%	-3
Cn1c2ccccc2c2cc(C(=O)N3CCOCC3)sc21	-16%	32	-3%	-2
CCCCc1nnc(NC(=O)CSc2nc(=O)cc(N)n2-c2ccccc2)s1	-2%	?	4%[2.29 µM]	5
Cc1cc(=O)[nH]c(SCc2cc(=O)n3nc(C)sc3n2)n1	4%	-20	4%	3
Cc1nc(-c2ccccc2)sc1C(=O)/C=C/c1ccccc1	-2%	-6	-2%	-7
CCC(C(=O)Nc1nccs1)c1ccccc1 (stereo not given)	-3%	-3	4%	4
COc1ccccc1N1C(N)=NC(N)=NC1(C)C	6%	98	-6%	2
Cn1cccc1CC(=O)NNC(=O)Nc1ccc(F)cc1	-2%	-17	.	-3
Nc1ccc(-n2nncc2-c2ccc(Cl)cc2)cc1	-1%	24	-28%	2
COc1ccc(S(=O)(=O)N2CCC(C(=O)Nc3c(F)cccc3F)CC2)cc1	-5%	53	.	3
COc1ccccc1C(=O)N(Cc1ccco1)C1CCS(=O)(=O)C1 (stereo not given)	0%	-20	2%	-11
Cc1cccc(C(=O)N2CCN(C(=O)c3cccc(C)c3)C(C)C2)c1 (stereo not given)	1%	?	0%[2.29 µM]	5
O=C1c2ccccc2C(=O)N1CCSc1ccccc1	-7%	?	1%	5
COc1ccccc1OCc1csc(NC(=O)c2ccco2)n1	-5%	30	-4%	2
Cc1cc(OC(=O)c2ccc(Cl)cc2)cc(=O)n1C	-4%	5	-1%	4
CCOC(=O)CSc1nc(N)c(C#N)c(-c2ccc(OC)cc2)c1C#N	-13%	34	-13%	?
CCc1nc(N[C@@H](Cc2c[nH]c3ccccc23)C(=O)O)c2oc3ccccc3c2n1	-4%	16	-1%	6
N#CNC(=Nc1cccc(F)c1)SCc1ccccc1	3%	-103*	.	.
COc1ccc(CCNC(=O)Cc2cc(OCc3ccccc3)c(OC)cc2[N+](=O)[O-])cc1OC	2%	4	6%	4
Cc1cc(=O)[nH]c(SCc2nnc(-c3ccccc3)o2)n1	2%	33	0%	-3
COCCn1c(SCC(=O)N2CCCc3ccccc32)nc2cccnc21	-3%	?	-3%	8
CCCN1C(=O)C(Cc2nc3ccccc3c(=O)n2-c2ccccc2)c2ccccc21 (stereo not given)	-1%	42	.	.
CCOC(=O)COn1c(=O)c(-c2ccco2)[n+]([O-])c2ccccc21	-22%	4	-22%	12
Cc1nn(-c2ccc(F)cc2F)c2c1-c1nc(N3CCCC3)ncc1CC2	-1%	17	4%	5
Cc1ccc(C(=O)/C=C/Nc2cccc([N+](=O)[O-])c2)o1	-4%	-12	.	.
Cc1c(/C=N/NC(=O)c2cccnc2)c2ccccn2c1C(=O)c1ccc(F)cc1	0%	57	.	.
O=C(CCn1cnc2ccccc2c1=O)Nc1ccc2c(c1)OCCO2	9%	21	-3%	5
Cc1cc(C)c(C#N)c(N2CCN(CCOc3ccc(Cl)cc3)CC2)n1	-2%	-26	61%[activator]	8
O=C(C1CCCO1)N1CCN(C(=S)Nc2ccc(Cl)c(Cl)c2)CC1 (stereo not given)	0%	95	.	.
CCn1c(C)nc2cc(C(=O)OCCC(F)(F)F)ccc21	-3%	?	1%	18
Cc1ccc(NC(=O)CSc2nc3ccccc3c(=O)n2CCCC(=O)N2CCCC2)cc1	1%	?	-5%	14
CCCCC(=O)N/N=C(\C)CC(=O)Nc1ccccc1Br	-1%	35	.	.
O=C1Nc2ccccc2Oc2cc([N+](=O)[O-])cc(Oc3ccccc3)c21	-5%	14	.	.
More results follow.
SMILES	12-hLO inh	PNC assembly inh	ALOX15B inhib	IMPase cell inh
Cc1ccc(S(=O)(=O)NNC(=O)CCC(=O)Nc2ccc(C)cc2C)cc1	1%	?	.	.
Cc1c(Cl)ccc(S(=O)(=O)N2CCN=C2c2ccccc2)c1Cl	-2%	48	.	.
O=C(NC(=O)c1ccc(F)cc1)Nc1nc(-c2cccs2)cc(C(F)(F)F)n1	-1%	33	.	.
OCCNc1nc(-c2ccccc2)c2ccccc2n1	-7%	-12	-2%	-6
COc1ccccc1NC(=O)N1CCc2[nH]c3ccc(F)cc3c2C1	-22%	-7	10%	3
COc1ccc(-c2nc(-c3ccccc3)c(-c3cc([N+](=O)[O-])ccc3C)[nH]2)cc1OC	-4%	-10	35%[activator]	14
C/C(=N/O)c1ccc2c(c1)OCCOCCOc1cc(/C(C)=N/O)ccc1OCCOCCO2	-2%	-19	.	.
COc1ccc(-c2cn3nc4c(nc3n2)CCCC4)cc1	-12%	-25	-5%	-2
COc1cc([C@H]2c3cc4c(cc3[C@@H](O[C@H]3O[C@H]5CO[C@@H](C)O[C@H]5[C@@H](O)[C@@H]3O)[C@@H]3COC(=O)[C@H]23)OCO4)cc(OC)c1O	-3%[25.6 µM]	.	7%[25.6 µM]	4[20.6 µM]
COc1ccccc1Oc1ccc2c(c1)C(=O)N(c1cccc3ncccc13)C2=O	0%	-9	.	.
COCCCNc1nc2c(c(=O)[nH]c(=O)n2C)n1CC(O)COc1cccc(C)c1 (stereo not given)	-1%	-23	-7%	10
COc1ccc(C2C(C#N)=C3NC(=O)c4c(sc5c4CCCCC5)N3C3=C2C(=O)CC(C)(C)C3)cc1 (stereo not given)	-3%	23	-27%	-2
Cc1c(C(=O)N/N=C/c2ccc(Cl)cc2)[nH]c2ccc(Cl)cc12	1%	-112*	.	1
COc1cc(-c2nnc(COC(=O)c3cc(C)nc4ccc(C)cc34)o2)cc(OC)c1OC	3%	14	11%	11
COc1ccc(Oc2ccccc2C=O)cc1	3%	57	1%	2
N/C(=N/OCC(=O)Nc1cccc2ccccc12)c1nonc1N	-5%	32	-10%	2
COc1ccccc1C1CC(=O)Oc2cc(C)c(Cl)c(C)c21 (stereo not given)	6%[0.00818 µM]	.	3%[0.0915 µM]	.
CCN(CC)C(=O)CSC1=N/C(=C/c2ccco2)C(=O)N1c1ccc(OC)c(Cl)c1	-2%	-14	.	5
CCOC(=O)c1ccc(NC(=O)c2cnccn2)cc1	-5%	54	-2%	7
C/C(=N\NC(=O)CNC(=O)C(c1ccccc1)c1ccccc1)c1ccccc1	-3%	28	.	-9
Cn1nnnc1SCc1nc2ccccc2[nH]1	-1%	-2	-3%	-9
CCC1(c2ccccc2)NC(=O)N(Cc2ccc(C(=O)OC)cc2)C1=O (stereo not given)	-4%	-17	.	5
O=C(Nc1nc2cc3c(cc2s1)OCCO3)c1cccc(S(=O)(=O)N2CCOCC2)c1	-7%	?	11%	-4
CN(C)c1ccnc(Oc2ccc(Cl)cc2)c1C#N	-18%	73	9%	11
Cc1cc(C)cc(Oc2ccccc2/C=N\O)c1	-2%	?	-15%[11.4 µM]	8[1.84 µM]
COc1ccccc1N1CCN(C(=O)COc2ccc(C)cc2Br)CC1	-7%	50	25%	?

Screening results from PubChem.
